Screening data from PubChem.
HSF1 activator: increases HSF-1 driven luciferase reporter signal | activation, % at 9 µM | NIH3T3-HGL HSF-1 luciferase reporter, MG132, 8 h; 100% = twice DMSO control signal | AID 504408 | 300,000 compounds, 1.7% hits;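 active = mean replicate activation of at least 50% with a set share of replicates each reaching 50%; inconclusive = only one of those two conditions met; inactive = mean below 50% and too few replicates reaching it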;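 note: 0% = median of the neutral control wells and 100% = twice that signal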
HSP90 inh: HSP90 refolding inhibition in rabbit reticulocyte lysate; AID 1789; luciferase refolding luminescence, 3 h; 290,000 compounds, 0.91% hits; inhibition, % at 5.6 µM;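 active = inhibition above the screen-wide mean plus 3 SD, computed separately per campaign, cut at about 16% in these data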;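 note: 0% = DMSO wells and 100% = 60 µM geldanamycin wells; inhibitors lower the luminescence because luciferase stays unfolded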
IEC-6 cytotox: IEC-6 cytotoxicity, counter-screen for KLF5 inhibitors. luminescence viability. inhibition, % at 5 µM. 290,000 compounds, 0.78% hits. AID 1825; in the data active = inhibition above about 22%;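 note: 0% = plate median of test compound wells and 100% = cytotoxic reference compound wells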
AI-2 QS mod: modulators of Vibrio harveyi AI-2 quorum sensing system | activity change, % at 7.5 µM | Vibrio harveyi JMH597 AI-2 luminescence/OD600 ratio, 9 h; hits give low values; strain lacks LuxN and CqsS sensors; 0 = neutral-control median | 300,000 compounds, 0.4% hits | AID 2094; in the data active = activity change below about -75%, passing the limit was not always enough; inconclusive = no clear call, values can overlap the other calls;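 note: luminescence divided by OD600 gain over 9 h not by final OD600 alone; inactives centre near 13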
aSyn 5UTR inh: 5' untranslated region of α-synuclein, MLPCN primary screen; alpha-synuclein 5'UTR reporter, inhibitor activity; inhibition, % (tested at 7.5 µM); 300,000 compounds, 0.82% hits; AID 1813; in the data active = inhibition above about 60%; inconclusive = no clear call, values can overlap the other calls;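 note: H4 neuroglioblastoma cells stably carrying SNCA 5'UTR luciferase fusion; 0% = DMSO wells and 100% = positive control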
KLF5 inhibitor: kruppel-like factor 5 inhibition. DLD-1 KLF5 promoter-luciferase reporter, luminescence. inhibition, % at 5 µM. 290,000 compounds, 0.23% hits;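 active = inhibition above a per-plate limit of that plate's mean compound inhibition plus 3 SD, cut at about 60% in these data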;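 note: 0% = DMSO wells and 100% = LY294002 at 200 µM; higher means less KLF5 promoter-driven luciferase light; inactives centre near -14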
Platelet DG rel: platelet dense granule release activity; AID 1663; inhibition, %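 (compounds screened at 7.5 µM in platelet-rich plasma)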; human platelet-rich plasma, SFLLRN dense granule ATP release, luminescence; 300,000 compounds, 0.22% hits;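 active = mean replicate score, as percent of positive control, at or above 50; inconclusive = mean below 50 but at least one replicate at or above 50; inactive = mean and every replicate below 50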
SKKanGAS inh: SKKanGAS growth inhibition; S. pyogenes SKKanGAS, kanamycin growth, BacTiter-Glo, 6 h; inhibition, % at 7.5 µM; AID 1662; 300,000 compounds, 1.3% hits;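 active = mean replicate score, as percent of positive control median, at least 50; inconclusive = mean below 50 but one replicate at or above 50; inactive = mean and every replicate below 50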;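 note: strain carries kanamycin resistance gene driven by streptokinase promoter and grows in 40 µg/ml kanamycin; loss of luminescence reflects streptokinase promoter inhibition or plain growth inhibition; 0% = median of DMSO wells and 100% = positive control at its reference dose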
HSF1 inh: HSF1 inhibition; NIH3T3-HGL HSE-luciferase, MG132-induced, luminescence 8 h; hits give low values; 300,000 compounds, 0.77% hits; activity change, negative = inhibition, % at 7.5 µM (by protocol);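 active = more than half of replicate wells show activity change below -50%, luminescence cut by over half; inconclusive = some wells, but at most half, below -50%; inactive = no replicate well below -50%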;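 note: luciferase reports HSF-1 transcriptional activity via heat shock element; 0% = median of DMSO wells and -100% = zero luminescence signal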
HIF act: HIF pathway transcriptional activation; 300,000 compounds, 0.32% hits; U2OS HRE-luciferase reporter, luminescence; normalized: DMSO 0%, desferrioxamine 100%; activation, % at 7.5 µM (by protocol); AID 1910;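 active = mean activation of at least 10% of the iron chelator positive control signal, with at least half of replicates also reaching 10%; inconclusive = mean and replicate majority disagree about reaching 10%; inactive = mean and most replicates under 10%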
Starred values were filed as active, the others as inactive; ? = inconclusive; . = not tested or not shown.

no.	SMILES	HSF1 inh	AI-2 QS mod	HSP90 inh	HSF1 activator	HIF act	Platelet DG rel	SKKanGAS inh	IEC-6 cytotox	aSyn 5UTR inh	KLF5 inhibitor
1	COc1ccc(/C=N/S(=O)(=O)CCc2ccccc2)c(OC)c1	-4	8	-4	34	0.4	-1	-17	-6	-8	-23
2	Cc1ccc(-c2ccc(NC(=O)C3C4C=CC(C4)C3C(=O)O)cc2)o1 (configuration not stated)	-10	-33	1	-24	2.1	-2	-7	-1	-181	-49
3	COc1ccc(/C=C/C(=O)N2c3ccccc3Sc3ccc(C(F)(F)F)cc32)cc1	-4	42	0	1	-0.2	1	-3	-6	30	-12
4	COc1ccc(CC(=O)Nc2ccc(/C(C)=N/NC(=O)c3ccc(OC)cc3OC)cc2)cc1	-7	11	6	-11	0.0	3	7	2	-38	-66
5	Nn1c(SCc2ccc(Br)cc2)nnc1-c1cccnc1	4	-86*	2	6	0.5	13	-1	-2	-26	-8
6	O=C(/C=C/c1cc(Br)ccc1O)c1ccco1	21	-3	4	?	0.7	-5	-14	8	-32	7
7	Cc1cccc(C)c1NC(=O)C(c1ccc(Cl)cc1Cl)N1CCCCC1 (configuration not stated)	2	9	-2	11	-0.6	1	6	-5	-12	6
8	COc1ccc(CCNC(=O)COC(=O)/C=C/c2cc(OC)c(OC)c(OC)c2)cc1OC	1	46	2	6	-0.1	3	.	0	7	-39
9	Cc1ccccc1NC(=O)Cn1cnc2c1c(=O)n(C)c(=O)n2C	1	20	-2	-1	-0.7	-3	10	4	5	-36
10	COc1ccc(C(CC(=O)c2ccc(C)cc2)C(C#N)C#N)cc1OC (configuration not stated)	50	-12	-3	73*	1.1	0	-3	-1	-14	3
11	Cc1cc(S(=O)(=O)N2CCCC2)ccc1OCC(=O)NCc1ccccc1	-77*	-20	4	-83	0.3	2	-2	6	0	-10
12	CCOc1ccccc1NC(=O)Cc1ccccc1OC	2	-2	1	13	-0.3	-6	1	2	-24	-28
13	CC(C)=C1SC(N2CCN(c3ccc(C)cc3)CC2)=NC1=O	1	15	-2	3	-0.4	2	-10	-1	-10	-55
14	COc1ccc(-n2c(SCC(=O)Nc3ccc4c(c3)OCO4)nnc2C(C)N2CCCCC2)cc1 (configuration not stated)	-3	8	-1	-15	-1.0	10	-5	4	-19	-4
15	C/C(=N\NC(=O)c1cccc(S(=O)(=O)N2CCOCC2)c1)c1cc2ccccc2o1	15	33	-3	11	0.0	-2	3	0	-4	0
16	COc1ccccc1Oc1nc(-c2ccccc2)cc(C)c1S(C)(=O)=O	1	15	2	-8	-0.3	10	-4	6	-1	-3
17	CCS(=O)(=O)C1=NSC2=NC(=O)/C(=C\c3ccc(OC(=O)c4ccco4)c(OC)c3)C(=N)N21	-4	14	0	2	-0.3	-12	5	-1	-8	-33
18	Cc1ccc2cc(C#N)c(NCc3ccccc3)nc2c1	2	10	1	3	-1.7	-20	4	3	10	-34
19	COc1ccc(N(Cc2ccccc2)S(=O)(=O)c2cccc(C(=O)O)c2)cc1	-1	45	-1	5	0.0	5	5	-4	-3	6
20	CC(=O)N1Cc2ccccc2C(C)CC12CCCCC2 (configuration not stated)	0	10	-3	-20	-0.3	-2	-2	-10	19	15
21	O=C1c2ccccc2CN1CCNS(=O)(=O)c1ccc2ccccc2c1	1	12	-1	8	-0.1	19	-2	0	-14	5
22	CC1CCN(S(=O)(=O)c2cnc(Cl)c(Br)c2)CC1	-9	25	3	6	0.6	0	3	-4	-3	-45
23	O=C(c1ccccc1F)N1CCN(C(=O)C(c2ccccc2)c2ccccc2)CC1	3	.	-1	22	-1.7	-3	-2	2	-3	-6
24	Cc1ccnc(NS(=O)(=O)c2ccc3c(c2)CCO3)c1	9	24	-9	43	-0.2	13	6	6	-13	-27
25	O=C(C1CCCC1)N1CCN(S(=O)(=O)c2ccc(F)c(F)c2F)CC1	3	16	6	1	-4.1	0	6	4	0	0
26	O=C(Oc1ccc(Br)cc1C(=S)N1CCOCC1)c1ccc(F)cc1	-2	23	1	-10	-0.2	26	3	6	-2	-2
27	COc1cc(C=O)ccc1OC(=O)N1CCOCC1	-2	12	-4	1	0.1	6	1	0	-8	-1
28	CCOC(=O)c1c(C)oc2c1c(C(c1ccccc1)N1CCOCC1)c(O)c1ccccc12 (configuration not stated)	16	18	4	26	4.7	0	67*	2	-205	-134
29	O=C(Nc1ccc(Cl)cc1)Nc1ccc(S(=O)(=O)Nc2ncccn2)cc1	-6	10	2	5	-1.1	0	7	0	1	-24
30	COc1ccc(OC)c(S(=O)(=O)Nc2ccc(F)cc2)c1	-5	17	3	14	-0.2	-2	14	-3	10	7
31	COc1cccc(C2CC(c3ccc(C(C)C)cc3)n3nc(N)nc3N2)c1 (configuration not stated)	-10	-1	1	-9	-0.4	-4	6	6	2	-6
32	O=C(CN(C(=O)CCC(=O)Nc1nccs1)c1cccc(F)c1)NCCc1ccccc1	-7	16	0	-13	-0.2	2	-6	2	-1	3
33	O=C(CSc1nc2ccccc2[nH]1)N/N=C/c1ccncc1	-7	24	7	-4	0.2	-2	6	1	-21	-31
34	Cc1occc1C(=O)N1CCCC(N2CCN(c3ccccc3F)CC2)C1 (configuration not stated)	11	5	-4	11	0.1	-5	6	-3	0	-23
35	CNC(=O)c1cn(-c2ccc(Cl)cc2)c(=O)c2ccccc12	-1	37	4	-4	-0.4	4	-1	-3	9	-18
36	CCN1CC(CNCc2cn(-c3ccc(OC)cc3)nc2-c2ccccc2Cl)CC1=O (configuration not stated)	20	0	1	49	0.1	-2	-3	0	2	8
37	CCOC(=O)COn1c(-n2nc(C)cc2C)nc2ccccc2c1=O	-1	6	-4	8	-0.8	-2	5	3	-8	-37
38	Cc1ccccc1S(=O)(=O)Nc1nc2ccccc2nc1N1CCc2ccccc2C1	42	-6	-3	71*	-0.2	-3	2	2	-108	-26
39	CN1/C(=C\C(=O)CSc2ncn[nH]2)C(C)(C)c2ccccc21	-4	51	1	-9	0.4	-1	3	5	10	7
40	Cc1ccc(CNC(=O)C23CN(Cc4ccccc4)CC2C(c2ccc([N+](=O)[O-])cc2)=NO3)o1 (configuration not stated)	31	41	0	47	0.8	6	24	0	11	-11
41	O=C(NC1(C(F)(F)F)NC(=O)N(CCc2ccccc2)C1=O)C1CC1 (configuration not stated)	-12	9	-5	-20	-0.3	-3	7	-2	-2	2
42	CCCN(C(=O)CSc1nc2ccccc2n1CC)C1CCS(=O)(=O)C1 (configuration not stated)	-7	42	1	1	-0.2	-10	-5	9	15	-21
43	O=[N+]([O-])c1ccc(O)c(C2=NNC(c3ccccc3F)C2)c1 (configuration not stated)	32	37	-4	48	1.6	2	16	-1	-122	-61
44	Cc1cc(NC(=O)CSCc2nc(-c3cccc(Cl)c3)oc2C)no1	-4	-7	-4	4	0.2	0	-2	-2	20	1
45	Cc1cc(Nc2cccc(C(F)(F)F)c2)n2nc(C)nc2n1	5	-2	7	0	-0.2	-6	1	8	29	-11
46	CCSc1nc(N2CCOCC2)c2c(c1C#N)CCCC2	-1	0	-2	3	-0.6	0	-3	2	38	-40
47	COc1cc(OC)c(C(=O)NNC(=O)CN(C)S(=O)(=O)c2ccc(Cl)cc2)cc1OC	-11	21	.	-35	-0.8	-14	15	.	6	.
48	Cc1ccc2c(c1)-c1c(ssc1=S)C(C)(C)N2C(=O)CN1C(=O)c2ccccc2C1=O	10	-5	0	13	-0.6	-8	24	-2	8	4
49	O=C(O)c1sc2cc(C(F)(F)F)cnc2c1-c1ccccn1	-6	20	3	9	-0.3	3	0	7	-1	-17
50	CCCC(CCC)C(=O)Nc1cccc(-c2cn3c(n2)SCC3)c1	3	22	-1	11	-0.7	-2	2	2	-16	-3

The list goes on:
no.	SMILES	HSF1 inh	AI-2 QS mod	HSP90 inh	HSF1 activator	HIF act	Platelet DG rel	SKKanGAS inh	IEC-6 cytotox	aSyn 5UTR inh	KLF5 inhibitor
51	CCc1sc(N(C(=O)Cc2ccccc2)c2ccc(F)cc2)nc1-c1ccccc1	-10	16	-2	8	-0.3	10	55*	-2	17	-1
52	Cc1sc2nc(CN(C(=O)NC3CCCCC3)C3CCCCC3)[nH]c(=O)c2c1C	-7	21	-2	4	.	-4	13	3	32	-4
53	O=C(Nc1ccccc1N1CCCC1)c1ccc(N2CCCC2=O)cc1	-3	14	.	15	1.1	-4	0	.	-41	.
54	Cc1cc(/C=N/O)c(C)n1-c1ccccc1	-15	9	-2	-10	-0.3	0	-5	14	-27	3
55	COc1cc(N2C(=O)c3ccccc3C2=O)c(Cl)cc1C(=O)OCC(=O)N1CCOCC1	-12	-2	1	-2	-1.4	22	0	-7	8	-16
56	CCCCS(=O)(=O)NC1=NCN(Cc2ccco2)CN1	-3	22	1	3	-0.7	-4	14	5	8	9
57	S=C(NCC1CCCO1)N1CCN(c2ccccc2)CC1 (configuration not stated)	-4	10	1	25	0.4	1	-5	-3	-3	-7
58	Cc1nn(CCCC(=O)NCCc2ccccc2)c(=O)c2nn(-c3ccccc3)c(C)c12	5	9	-2	-5	0.0	-13	-3	-2	26	1
59	Cc1cccc(NC(=O)C2(c3cccs3)CCOCC2)c1	-2	14	2	8	0.0	-1	-2	-4	5	11
60	COc1ccc(NC(C)=O)cc1NC(=O)CN1CCN(C(=O)c2ccco2)CC1	-12	11	-2	-12	0.1	-14	0	3	18	0
61	Cc1ccc(C(=O)OCc2nnc(-c3ccc(Br)cc3)o2)cc1	4	14	2	12	0.1	6	-5	2	4	11
62	Cc1ccccc1-c1nn(-c2ccc(F)cc2F)cc1CNCCCO	-3	8	0	-9	-0.1	-9	-5	2	-7	-16
63	CC/C(=N/NS(=O)(=O)c1ccc(Cl)cc1)c1ccc(O)cc1	-1	11	-2	-7	-0.5	-1	-3	2	0	4
64	CCCCC(=NCCO)C1=C(O)C(C(=O)OC)C(C)(C)CC1=O (configuration not stated)	-7	7	-1	12	-0.3	2	-4	4	23	22
65	CCO[C@H]1OC(C(=O)N2CCOCC2)=C[C@@H](c2ccc(Br)cc2)[C@@H]1CCCO	-2	13	9	-3	-1.0	5	4	6	-2	-19
66	CC1CC(=O)c2cnc(N3CCOCC3)nc2C1 (configuration not stated)	-2	19	2	-4	0.1	4	8	-2	-21	-18
67	Cc1c(N2C(=O)CS/C2=N\N=C\c2ccccc2O)c(=O)n(-c2ccccc2)n1C	0	35	-1	-3	0.5	-18	-7	1	27	2
68	CCOc1ccc(Nc2nc3c(c(=O)[nH]2)CCCC3)cc1	5	-17	-1	10	1.3	-4	11	3	-40	-17
69	CCOC(=O)c1cnn(-c2ncnc3c2cnn3C)c1N	4	23	-1	22	2.0	-10	1	0	-94	-22
70	COc1cc(OC)c2cc(C(=O)N[C@@H](Cc3ccccc3)C(=O)O)n(C)c2c1	-1	11	-5	-2	1.1	-4	5	-5	-13	-24
71	COC(=O)CCCNC(=O)c1ccc(S(=O)(=O)NCc2ccco2)cc1	-8	32	.	-14	-0.2	-7	-4	.	-10	.
72	COc1cc2c(cc1OC)CN(c1ncccc1[N+](=O)[O-])CC2	13	1	-3	23	2.2	1	-5	-1	-88	-89
